Compound activity from PubChem BioAssay.
TbPYK inhibitor: blocks Trypanosoma brucei pyruvate kinase. TbPYK enzyme, Kinase-Glo Plus ATP luminescence, 45 min. Potency, µM (titrated, usually from 76.8 µM), without a hit: top-dose activity, negative = inhibition, most hits filed as inhibitors. actives 0.12% (n = 410,000). AID 624173; note: potency is the fitted concentration of half-maximal effect; nearly all actives have a fitted effect of over 50% in size
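Luminescent Kinase-Glo Plus end-point after 45 min room-temperature reaction of T. brucei pyruvate kinase started with 130 uM ADP (final). Buffer TEA 50 mM pH 7.2 with KCl, MgCl2, BSA, Tween-20; titration-based qHTS with fitted concentration-effect curves.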
AmpC inh no detg: blocks E. coli AmpC beta-lactamase in detergent-free assay; AmpC nitrocefin hydrolysis, absorbance 480 nm, 0.0001% Triton; AID 485341; actives 0.52% (n = 330,000); Potency, µM (top dose mostly 57.1 µM), without a hit: top-dose activity change, negative = inhibition, hits mostly inhibitors;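 note: potency is the fitted concentration of half-maximal effect; plate controls were no compound for no effect and no enzyme for full effect; nearly all actives have a fitted effect of over 20% in size; some results filed as inactive show a strong effect at the top dose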
Target sequence (P00811 whole entry, looked up): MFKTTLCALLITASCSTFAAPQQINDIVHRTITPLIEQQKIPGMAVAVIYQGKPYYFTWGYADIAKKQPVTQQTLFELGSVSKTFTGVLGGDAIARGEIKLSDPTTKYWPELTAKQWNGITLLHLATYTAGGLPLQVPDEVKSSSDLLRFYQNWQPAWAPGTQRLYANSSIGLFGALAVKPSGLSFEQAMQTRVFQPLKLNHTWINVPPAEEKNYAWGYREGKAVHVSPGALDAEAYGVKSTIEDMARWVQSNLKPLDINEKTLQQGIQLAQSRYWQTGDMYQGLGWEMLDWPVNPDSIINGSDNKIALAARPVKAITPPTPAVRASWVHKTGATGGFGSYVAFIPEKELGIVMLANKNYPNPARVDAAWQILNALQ
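20 mM phosphate pH 7.0 + 0.01% (detergent screen) or 0.0001% Triton X-100; 5.3 nM AmpC reagent; cpd preinc 15 min RT; nitrocefin (800 uM stock) to start; A480 q20 s × 4 min; Activity was normalised to no-enzyme and no-compound control wells.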
LmPK inh: inhibitors of Leishmania mexicana pyruvate kinase; Potency, µM (doses to about 57.5 µM), for inactives: at the highest dose activity change, negative = inhibition, hits mostly inhibitors; actives 0.37% (n = 290,000); AID 1721; Q27686; purified LmPK, Kinase-Glo ATP luminescence, 1 h; note: potency is the fitted concentration of half-maximal effect
Target sequence (Q27686 whole entry, looked up): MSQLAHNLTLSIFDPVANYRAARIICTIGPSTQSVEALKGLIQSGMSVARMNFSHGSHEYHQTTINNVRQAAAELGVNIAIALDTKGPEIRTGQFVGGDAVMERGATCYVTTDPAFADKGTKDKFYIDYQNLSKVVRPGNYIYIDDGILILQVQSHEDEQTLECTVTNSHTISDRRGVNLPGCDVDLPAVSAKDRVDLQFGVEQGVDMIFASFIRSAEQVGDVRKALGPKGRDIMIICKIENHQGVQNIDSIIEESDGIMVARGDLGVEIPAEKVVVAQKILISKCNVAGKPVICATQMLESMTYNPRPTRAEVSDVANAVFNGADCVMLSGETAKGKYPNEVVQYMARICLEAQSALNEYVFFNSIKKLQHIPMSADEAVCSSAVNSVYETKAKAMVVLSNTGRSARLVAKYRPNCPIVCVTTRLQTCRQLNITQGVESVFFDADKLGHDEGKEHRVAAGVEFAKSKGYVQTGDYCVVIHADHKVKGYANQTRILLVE
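0.1 nM LmPK, 0.5 mM PEP, 0.1 mM ADP; 50 mM imidazole pH 7.2, 7 mM MgCl2, 50 mM KCl; 1 h RT. Kinase-Glo luminescence readout, normalized to no-enzyme (full inhibition) and uninhibited wells.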
AMA1 RON2 block: AMA1-RON2 (P. falciparum) interaction inhibition; Potency, µM (top dose mostly 58.2 µM), inactives show at the highest dose activity change, negative = inhibition, most hits filed as inhibitors; actives 0.2% (n = 360,000); AlphaScreen AMA1-biotinylated RON2 peptide binding;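 note: potency is the fitted concentration of half-maximal effect; 0% = vehicle wells and -100% = peptide control; nearly all actives have a fitted effect of over 45% in size; some results filed as inactive show a strong effect at the top dose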
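AMA1 (3D7) with his tag at 25 nM final met compounds first, then biotinylated RON2 peptide at 25 nM; detection used donor plus acceptor beads, 10 µg/mL apiece, read by AlphaScreen after 30 min at room temperature.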
AmpC inh detg: inhibitors of E. coli AmpC beta-lactamase with detergent | P00811 | AmpC hydrolysis of nitrocefin, absorbance 480 nm, 0.01% Triton | Potency, µM (series often up to 114 µM), for inactives: at the top dose activity change, negative = inhibition, hits mostly inhibitors | actives 0.041% (n = 370,000);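 note: potency is the fitted concentration of half-maximal effect; 0% = no-compound wells and -100% = no-enzyme wells; nearly all actives have a fitted effect of over 25% in size; some results filed as inactive show a strong effect at the top dose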
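AmpC (5.3 nM in the dispensed reagent) in 20 mM phosphate pH 7.0 with 0.01% (detergent screen) or 0.0001% Triton X-100 was preincubated with compounds for 15 min at room temperature. Nitrocefin was then added from an 800 uM solution, and hydrolysis was followed at 480 nm.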
HCMV antiviral: human cytomegalovirus inhibition; HFF cells, HCMV-luciferase reporter, 72 h; stronger effect = lower value; activity change, negative = inhibition, % at 57.5 µM; actives 4.5% (n = 410,000); AID 1259415; in the data active = activity change below about -60%; inconclusive = no clear call, values can overlap the other calls; inactive = above about -39%
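HFF cells seeded 16 h at 37C, treated with compounds, infected with luciferase-reporter HCMV at MOI 1 PFU/cell; luciferase read at 72 h post infection, normalized to buffer-only and Salinomycin controls.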
HCV inhibitor: blocks hepatitis C virus; Potency, µM (series often up to 41.8 µM), for inactives: at the top dose activity change, negative = inhibition, usual class: inhibitors; actives 3.4% (n = 340,000); AID 651820; Huh7.5.1 HCVcc-Cre infection, luciferase reporter, 44 h; note: potency is the fitted concentration of half-maximal effect
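Reporter virus HCVcc-Cre (~0.5 moi) infects cells exposed to compound; seeding density 1,000 cells/well with 4 h settling beforehand. Luminescence, 15 sec read, taken 44 h post-infection following a 15 min RT substrate incubation.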
Active calls of the source: *; ? = inconclusive; · = not tested or not shown; [ ] = dose if it differs, or a comment. Unless noted, calls come from the whole dose curve; as a rule, active = well fitted curve in the direction sought with a large enough effect; inconclusive = small, poorly fitted or top-dose-only effect, or another doubt; inactive = no such curve, though single readings can be large; an effect the other way counts as inactive or inconclusive. Unless noted, % is set by controls: 0 for no effect and ±100 for the full control effect. This is a random part of the collection; any-hit rate near 7.5%.

SMILES | TbPYK inhibitor | AmpC inh no detg | LmPK inh | AMA1 RON2 block | AmpC inh detg | HCMV antiviral | HCV inhibitor
Cc1ccc(NC(=O)[C@@H]2CCCN2S(=O)(=O)c2ccccc2C(F)(F)F)cc1S(=O)(=O)N1CCOCC1 | -5% | 42% | 3% | 0% | -10% | -20 | -3%
CC1(C)NC(=O)N(CC(=O)Nc2nc(-c3ccc(F)cc3)cs2)C1=O | -7% | -20% | -4% | 17% | -6% | 76 | 3.5µM*
COc1ccc(NC(=S)NC(NC(=O)c2ccccc2Cl)C(Cl)(Cl)Cl)c([N+](=O)[O-])c1 (stereo not drawn) | 7% | -36% | 5% | -9% | -1% | ? | ?
CC(C)(C)c1ccc(C(=O)CC(=O)c2cc(Cl)ccc2O)cc1 | -9% | -38% | 1% | 57%[activator] | 1% | -83* | 11µM*
Cc1ccc(NC(=O)NC2CCN(CC(=O)Nc3nccs3)CC2)cc1 | 2% | -12% | -6% | 33%[activator] | ? | -17 | -1%
O=C(Nc1cccc(S(=O)(=O)N2CCCCCC2)c1)c1ccc(=O)[nH]c1 | 6% | -6% | · | -6% | -1% | ? | -2%
NC(=O)c1cc(S(=O)(=O)N2CCCC2)ccc1OCCOc1ccccc1F | 1% | -17% | · | 4% | ? | -2 | 23%
CCOC(=O)Cc1csc(NC(=O)COC(=O)/C=C/c2ccc(OC)cc2)n1 | 5% | -18% | · | 8% | · | -18 | ?
COC(=O)c1ccc(Cn2c(C)c(C(=O)NCc3ccc(Cl)c(Cl)c3)sc2=O)o1 | -11% | · | · | -13% | · | 38 | ·
Cc1cc(-c2nnc(SCc3cccnc3)o2)no1 | -5% | -18% | -4% | 0% | -15% | -3 | ?
Fc1ccc(Sc2ccccc2CNC2=NCCN2)cc1 | -1% | -6% | 2% | -2% | ? | ? | ?
CCO[C@@H]1OC(C(=O)N2CCN(C)CC2)=C[C@H](c2coc3ccccc3c2=O)[C@H]1CCCO | -2% | 23% | -1% | 13% | 9% | -14 | ?
O=c1cc(CN2CCOCC2)c2cc(Cl)ccc2o1 | -4% | -9% | 4% | -1% | -12% | 60 | 10%
COC(=O)C(CC(C)C)NC(=O)C(N)Cc1ccccc1 (stereo not drawn) | 7% | -12% | -2% | 15% | 2% | 54 | 22%
O=C(COc1cccc(F)c1)N1c2ccccc2Sc2ccccc21 | -11% | -24% | 2% | ? | -7% | · | 11%
O=c1c(Cl)nc2cc(Cl)ccc2n1CCNc1ncc(C(F)(F)F)cc1Cl | 4% | 92%[activator] | 7% | 27% | 1% | · | 11%
CCN(CC)C(=O)C1=C(C)N(CCC2=CCCCC2)C(=O)C(CC(=O)NCCN2CCOCC2)C1 (stereo not drawn) | 6% | · | · | -13% | · | -6 | ·
COc1ccccc1CNC(=O)c1cc(S(=O)(=O)N2CCCC2)cn1C | -2% | -9% | -5% | 9% | -9% | 12 | -3%
CCCOc1ccc(C2C(C(=O)c3ccc(C)o3)=C(O)C(=O)N2Cc2ccco2)cc1OCC (stereo not drawn) | -3% | -27% | 2% | 31%[activator] | ? | -7 | ?
COc1cc2c(cc1OC)C1Cc3ccc(OC)c(OC)c3CN1CC2 (stereo not drawn) | 2% | -12% | -6% | -1% | -11% | 41 | ?
Cc1cccc(-c2noc(CN(C)C(=O)c3ccoc3C)n2)c1 | 1% | 9% | 1% | -18% | -2% | 12 | -13%
O=C(NC(=S)NCc1ccccc1)C1CCCCC1 | -11% | -19% | 7% | -1% | 4% | -19 | 15%
Cc1ccc(CCNC(=O)C23C[C@H]4C[C@@H](C2)CC(n2nnc(C)n2)(C4)C3)cc1 | -6% | 21% | -1% | -12% | 5% | -7 | -13%
COc1ccc(C2=NN(C(=O)c3ccncc3)C(c3ccccc3O)C2)cc1 (stereo not drawn) | -10% | -26% | -4% | 8% | -8% | -39 | 1%
Cc1ccc(S(=O)(=O)N2CCOCC2)cc1NC(=O)COC(=O)c1cc[n+]([O-])cc1 | -12% | -18% | · | -11% | 5% | 0 | 0%
CN1OC[C@@H]2CN(C(=S)NCCc3ccccc3)[C@H](c3ccc(N4CCCCC4)cc3)C[C@@H]21 | -1% | · | · | -22% | · | -30 | ·
Cc1nnc(NC(=O)c2ccccc2Oc2ccccc2)s1 | -1% | -9%[11.4 µM] | 4% | 5% | -11% | -26 | -14%
Cc1cccc(C)c1NC(=S)Nc1ccccc1C(=O)NCc1ccco1 | -8% | -23% | 0% | 31%[activator] | -8% | -31 | -10%
Cc1ccc2oc(=O)c3cc(C(=O)NCCCN4CCCC(C)C4)sc3c2c1 (stereo not drawn) | 8% | -5% | 10% | 7% | -2% | -8 | ?
O=C(/C=C/c1ccc(Cl)cc1Cl)NCCN1CCOCC1 | -1% | 28% | -2% | 2% | 1% | -16 | -8%
CCCn1c(C)nc2cc(Cl)c(N3CCN(c4nc(-c5ccc(C)cc5)cs4)CC3)cc21 | -10% | 23% | 6% | 23% | -8% | -39 | ?
O=C(NCc1cccnc1)c1ccc(Cn2cc(C(F)(F)F)ccc2=O)cc1 | -3% | 3% | -8% | 13% | 3% | -16 | -19%
Cc1ccc(SCc2nc(-c3ccc(C(=O)NCc4ccccc4Cl)cc3)oc2C)cc1 | -4% | · | · | · | ? | -5 | ·
O=C(NCCc1ccc(Cl)cc1)C1CCN(c2ncccn2)CC1 | 6% | 5% | 4% | -1% | -10% | 4 | 4%
COc1cc(-c2noc(CN3CCN(c4ccccc4)CC3)n2)cc(OC)c1OC | 6% | · | · | · | 4% | 3 | ·
COCc1c(C(=O)N2CCN(Cc3nc4ccccc4s3)CC2)oc2ccccc12 | ? | 161%[activator] | · | -9%[11.6 µM] | 1% | 69 | -11%

Of the compounds above, these have an aryl methoxy group:
SMILES | TbPYK inhibitor | AmpC inh no detg | LmPK inh | AMA1 RON2 block | AmpC inh detg | HCMV antiviral | HCV inhibitor
COc1ccc(NC(=S)NC(NC(=O)c2ccccc2Cl)C(Cl)(Cl)Cl)c([N+](=O)[O-])c1 (stereo not drawn) | 7% | -36% | 5% | -9% | -1% | ? | ?
CCOC(=O)Cc1csc(NC(=O)COC(=O)/C=C/c2ccc(OC)cc2)n1 | 5% | -18% | · | 8% | · | -18 | ?
COc1ccccc1CNC(=O)c1cc(S(=O)(=O)N2CCCC2)cn1C | -2% | -9% | -5% | 9% | -9% | 12 | -3%
COc1cc2c(cc1OC)C1Cc3ccc(OC)c(OC)c3CN1CC2 (stereo not drawn) | 2% | -12% | -6% | -1% | -11% | 41 | ?
COc1ccc(C2=NN(C(=O)c3ccncc3)C(c3ccccc3O)C2)cc1 (stereo not drawn) | -10% | -26% | -4% | 8% | -8% | -39 | 1%
COc1cc(-c2noc(CN3CCN(c4ccccc4)CC3)n2)cc(OC)c1OC | 6% | · | · | · | 4% | 3 | ·

Additional records.
SMILES | TbPYK inhibitor | AmpC inh no detg | LmPK inh | AMA1 RON2 block | AmpC inh detg | HCMV antiviral | HCV inhibitor
CNC(C)(C)Cc1ccccc1 | 3% | -14% | · | -9% | 5% | -14 | 16%
COc1cc(C2(c3ccc(O)c(OC)c3)C(=O)N(C)c3ccc(C)cc32)ccc1O | 2% | · | · | -8% | · | 29 | 17%
CC(C)n1ncc2c(C(=O)O)cc(C3CC3)nc21 | -18% | -22% | 16% | 6% | 0% | 3 | 10%
Cc1cc2oc(=O)cc(CSc3nc(N)cc(N)n3)c2cc1C(C)C | -8% | 2.8µM* | 3% | -10% | -6% | 17 | -20%
CCOc1ccccc1CNc1ncnc2c1nc1n2CCCC1 | -7% | · | · | · | -6% | -81* | ·
Cc1ccc(S(=O)(=O)NCCCCCC(=O)Nc2c(C)n(C)n(-c3ccccc3)c2=O)cc1 | 5% | 5% | 2% | 10% | -1% | 29 | -1%
O=C(CSc1nnc2ccc(-c3ccccn3)nn12)Nc1ccc(F)cc1F | 3% | -4% | · | 4% | -17% | -29 | -4%
COc1ccc(C(=O)NCC2(c3ccccc3)CCOCC2)cc1 | 3% | -2% | -2% | -8% | -1% | 27 | 8%
CCOc1ccccc1NC(=O)c1cc(=O)[nH]c2ccc(S(=O)(=O)N3CCOCC3)cc12 | 3% | 29% | · | -2% | · | 26 | 11%
COc1ccc(N2CCN(CCNC(=O)Nc3cccc(C)c3C)CC2)cc1 | 0% | -4% | 1% | 6% | 2% | ? | 9%
Cc1ccccc1OCC(=O)N/N=C/c1cccc2cccnc12 | -9% | -22% | -11% | 14% | 1% | 11 | -3%
Cn1c(SCC(=O)NCC2CCCO2)nc2c([nH]c3ccccc32)c1=O (stereo not drawn) | -6% | -19% | -5% | -4% | ? | 243 | 6%

Whole records, looked up by structure. Values in the order: TbPYK inhibitor	AmpC inh no detg	LmPK inh	AMA1 RON2 block	AmpC inh detg	HCMV antiviral	HCV inhibitor
`CCOc1ccccc1CNc1ncnc2c1nc1n2CCCC1` is listed with -7%	·	·	·	-6%	-81*	·
`Cc1ccc(CCNC(=O)C23C[C@H]4C[C@@H](C2)CC(n2nnc(C)n2)(C4)C3)cc1` is listed with -6%	21%	-1%	-12%	5%	-7	-13%

More results
SMILES | TbPYK inhibitor | AmpC inh no detg | LmPK inh | AMA1 RON2 block | AmpC inh detg | HCMV antiviral | HCV inhibitor
Cn1c(SCC(=O)Nc2cccnc2Cl)nnc1-c1ccco1 | 2% | -3% | · | -3% | · | -10 | 8%
Cc1ccc(S(=O)(=O)Nc2ccncc2)c(C)c1 | 3% | 37% | -4% | -1% | -4% | 18 | 13%
OCc1ccc(-c2ccccc2)c(-c2ccccc2)c1 | 4% | · | · | 6% | · | -12 | 18%
CCOCCCn1c(NN)nc2ccccc2c1=O | 1% | -18% | 11% | 80%[activator] | -1% | -2 | -19%
Brc1ccc(-c2noc3c2-c2nc(-c4ccccc4)sc2CC3)cc1 | -1% | · | · | -3% | · | 3 | 9%
CCOc1ccc(OCCC(=O)OC(C)C(=O)Nc2ccc(Cl)cn2)cc1 (stereo not drawn) | -9% | -13% | · | -15% | -1% | 4 | 22%
O=C(NC1CCCCC1)c1ccc(NS(=O)(=O)c2cccc3cccnc23)cc1 | 0% | -38% | -6% | 10% | 0% | -6 | ?
